# miR122 inh = miR-122 Renilla sensor signal increase in Huh7, primary screen, miR-122 inhibitor project, cell-based, single point, plate reader; Huh7 miR-122 Renilla luciferase sensor, 48 h; neutral wells = 0, positive control = 100; hit rate 0.3% among 340,000; activation (reporter increase), % at 12.5 µM;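 active = mean replicate activation score at least 90 and every replicate individually at or above 90; inconclusive = only one of the two criteria met; inactive = neither criterion met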;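 note: higher luciferase means less miR-122 activity so hits act as miR-122 inhibitors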
# GSIS activator = GLuc luminescence reporter in INS-1E cells, primary screen for activators of glucose-dependent secretion of insulin; activation, % at 16.6 µM; INS-1E GLuc reporter insulin secretion, 2-3 h; hit rate 0.61% among 370,000; AID 743287, 2014;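 active = lowest replicate activation of at least 40%, so every replicate reaches that level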;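 note: 0% = median of neutral control wells and 100% = median of IBMX positive control wells; some compounds called inactive have numbers as strong as hits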
# FN deposit inh = inhibitors of fibronectin matrix deposition, primary screen, AH1F cells, Alexa488-fibronectin fluorescence, plate reader; hit rate 0.086% among 350,000; AH1F fibroblasts, overnight; inhibition, % at 12.6 µM;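 active = mean inhibition across replicates of 30% or more, regardless of how many single replicates reach that level; inconclusive = mean under 30% yet at least half of replicates reach 30%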;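 note: positive control wells lacked labelled fibronectin entirely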
#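 test system = AH1F fibroblasts assembling fluorescent fibronectin matrix | quantity = 10000 AH1F cells per well | buffer or medium = DMEM plus 2% serum, read in PBS | doses = single dose, pinned | incubation = 1 h cell attachment, overnight exposure to compound and label | detection = fluorescence at 485 nm excitation, 525 nm emission | read-out basis = inhibition from reduced deposited-fibronectin fluorescence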
# F508del corr = F508del CFTR correction, initial screen, CFBE line, single point; CFBE cells, YFP halide quenching; stimulated with forskolin plus potentiator P3; % fluorescence drop versus neutral controls; activity (quench increase), % at 7.58 µM; hit rate 0.36% among 350,000;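 active = mean added fluorescence quench of at least 8% versus neutral control, with both replicates also reaching 8%; inconclusive = only one of the mean or replicate conditions met; inactive = mean below 8% and not both replicates reaching 8%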;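 note: cells transiently co-express mutant CFTR-F508del with the halide-sensitive YFP; corrector assay measuring rescue of mutant channel to the surface after 24 h compound exposure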
# EWS-Fli inh = EWS/Fli-driven NR0B1 reporter inhibitors, primary screen, A673 cells, NR0B1 luciferase, luminescence, MLPCN library. viability-normalised. AID 651661, 2012. hit rate 0.67% among 350,000. inhibition, % at 12.6 µM;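 active = mean inhibition of at least 50% after viability correction, with every replicate also passing that limit; inconclusive = mean reaches 50% but only one of two replicates passes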;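 note: firefly luciferase signal divided by Alamar Blue viability fluorescence both relative to DMSO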
# PAX8 reporter = inhibitors of PAX8-driven TPO luciferase reporter, primary screen, RMG-I cells, single concentration; SteadyGlo, 24 h; inhibition, % at 12.6 µM; hit rate 1.2% among 360,000; AID 652154, 2013;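 active = mean replicate inhibition at least 60% with every replicate also reaching 60%; inconclusive = only one of the two criteria is met; inactive = mean below 60% and not all replicates reaching 60%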;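 note: luciferase light reporting Pax8 driven TPO promoter activity; plate controls were median of neutral control wells for no effect and mitoxantrone controls for full effect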
# DENV2 CPE = inhibitors of DENV2 cytopathic effect, primary screen, cell-based, plate reader, single concentration; DENV2-infected cells, cytopathic effect rescue; hit rate 1.7% among 350,000; CPE inhibition, % at 9.99 µM; in the data active = CPE inhibition above about 20%, passing the limit was not always enough; inconclusive = no clear call, values can overlap the other calls; tested in BHK-21 cells;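 note: 0% = median of neutral control wells and 100% = median of positive control wells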
# * = called active by the depositor; ? = inconclusive; . = no result given; [ ] = another dose, or the depositor's remark.
SMILES,miR122 inh,GSIS activator,FN deposit inh,F508del corr,EWS-Fli inh,PAX8 reporter,DENV2 CPE
C[C@H]1CN([C@@H](C)CO)C(=O)c2cc(C#Cc3ccccc3F)cnc2O[C@H]1CN(C)C(=O)C1CCCCC1,-10[16.7 µM],-7,.,-2.3,-4,8,.
CSc1ccc(/C=C(/NC(=O)c2ccco2)C(=O)N2CCCCCC2)cc1,38,-2,-3,4.6,9,.,-7
O=C(Nc1ccc2c(c1)OCO2)C1CCCCC1,3,.,1,2.8,-46,.,-5
COc1ccc(NC(=O)CSc2nc3ccncc3[nH]2)c(OC)c1,9,-7,-5,0.7,-7,9,-1
COc1ccc(C(=O)Nc2c(N)nc(SCC(=O)N3CCCCCC3)[nH]c2=O)cc1OC,-6,9,4,-8.0,-2,9,?
O=C(O)[C@@H]1[C@@H](CO)[C@@H]2Cn3c(ccc(-c4cncnc4)c3=O)[C@@H]2N1C(=O)C1CCC1,-4[16.7 µM],7,.,-1.4,6,.,0
NS(=O)(=O)c1ccc(CCNC(=O)CSc2nc3ccsc3c(=O)n2Cc2ccccn2)cc1,-8,21,3,-1.1,-34,-54,2
O=C(c1ccccc1Oc1ccc([N+](=O)[O-])cc1)N1CCOCC1,.,24,.,-1.7,-6,5,-7
Cc1ccc(NC(=O)CN(C)C(=O)c2ccccc2Cc2ccccc2)cc1,.,-60,-9,-3.2,-1,8,-1
CC(C)(C)C(=O)Nc1cccc2[nH]ncc12,.,27,8,-1.1,-3,-10,2
O=C(C[C@H]1C[C@H]2c3cc(NS(=O)(=O)c4ccc(F)cc4)ccc3O[C@H]2[C@@H](CO)O1)NCc1ccc(Cl)cc1,8[16.7 µM],-5,-8,-0.7,11,10,-3
CCn1c(NC2CCCCC2)nc2ccccc21,-3,.,2,.,.,11,.
CCOC(=O)c1cc(CC)sc1/N=C/c1c(O)ccc2ccccc12,37,7,1,-0.4,7,14,-4
Cc1cc(NC(=O)Cc2c(C)[nH]c3ccccc23)ccc1Oc1cccnc1,.,-10,3,-0.4,2,16,-16
CCCc1cn(CC[C@@H]2CC[C@@H](NC(=O)C3CCOCC3)[C@H](CO)O2)nn1,.,8,2,0.8,4,4,?
Cc1noc(C)c1NC(=O)N(C)C[C@H]1Oc2c(NS(C)(=O)=O)cccc2C(=O)N([C@@H](C)CO)C[C@@H]1C,1[16.7 µM],18,.,-2.4,-1,.,17
O=C(C[C@H]1CC[C@@H](NC(=O)Nc2ccc(C(F)(F)F)cc2)[C@@H](CO)O1)NCCN1CCCC1,5[16.7 µM],2,6,0.5,-1,-18,-3
C[C@H](CO)N1C[C@H](C)[C@H](CN(C)S(=O)(=O)c2ccc(F)cc2)Oc2c(NS(=O)(=O)c3ccc(F)cc3)cccc2C1=O,16[16.7 µM],-6,.,-1.4,4,11,-3
COc1cccc(-c2ccc([C@@H]3[C@@H](CO)N4C(=O)CN(C(=O)C5CCC5)C[C@H]34)cc2)c1,.,15,-6,1.7,-2,3,-7
CCCC(=O)Nc1ccc2c(c1)C(=O)N(C)C[C@@H](OC)[C@H](C)CN(CCc1ccccc1)[C@@H](C)CO2,-8[16.7 µM],-29,-1,1.7,6,.,16
O=S(=O)(c1ccccc1)N1CCCCN2[C@H](CO)[C@H](c3ccc(C#Cc4cccnc4)cc3)[C@@H]2C1,3[16.7 µM],5,.,2.2,1,-6,15
CCCn1c(=N)n(CC(=O)c2ccc(Cl)c(Cl)c2)c2ccccc21,10,-6,-2,-0.7,7,-3,3
O=S(=O)(c1ccccc1)N1CCCN(S(=O)(=O)c2ccccc2)CC1,-1,12,5,-1.3,-3,-8,-3
Cc1ccc(C(=O)Nc2ccc(S(=O)(=O)N3CCOCC3)cc2)cc1Br,-10,10,16,2.9,8,-2,2
COc1ccccc1C(=O)Nc1ccc2c(c1)C(=O)N(C)C[C@H](OC)[C@H](C)CN(C(C)=O)[C@@H](C)CO2,4[16.7 µM],5,10,-1.5,-2,.,11
COc1cccc(CC(=O)NC2CCCN(Cc3ccc(Cl)cc3)C2)c1 (stereo not given),-7,-28,-7,-4.3,11,-1,-2
Cc1ccc(CCN2CC(C(=O)NCCC(C)C)CC2=O)cc1 (stereo not given),-1,11,-2,.,2,8,5
CCOC(=O)c1c(/N=C/C2=C(O)CCCC2=O)sc2c1CCCC2,-10,3,2,-2.1,3,2,-1
CCC(=O)N(C)C[C@@H]1[C@@H](c2ccc(C3=CCCC3)cc2)[C@H](CO)N1C(=O)CC,13[16.7 µM],0,-3,-0.5,3,-12,6
COc1ccc(S(=O)(=O)Nc2cc(Sc3ncn[nH]3)c(O)cc2C)cc1,-3,9,0,-0.6,13,-6,-5
CN(CC(=O)NCCc1ccc(Cl)cc1)S(=O)(=O)c1cccs1,0,6,2,3.0,-19,-17,-15
CC(=O)Oc1ccc(N(C(C)=O)S(=O)(=O)c2ccc3ccccc3c2)cc1Br,58,-14,-2,-2.0,25,2,-11
CC(C)n1c(=O)c2ccccc2n1Cc1cn(-c2ccccc2)nn1,5,36,2,-1.9,6,-8,-11
CCC1CCCCN1C(=O)CCNS(=O)(=O)c1ccc2c(c1)oc(=O)n2C (stereo not given),.,7,-1,0.7,5,3,0
CC(=O)c1ccc(NC(=O)CCCN2C(=O)C(c3ccccc3)Oc3cccnc32)cc1 (stereo not given),-11,-13,7,3.4,.,3,5
CC(C)NC(=O)N1CCCCN2[C@H](CO)[C@H](c3ccc(C#CC4CC4)cc3)[C@@H]2C1,-3[16.7 µM],0,.,1.2,-1,-53,.
COc1ccc(S(=O)(=O)Nc2ccc3c(c2)CC(=O)N([C@H](C)CO)C[C@H](C)[C@H](CN(C)S(=O)(=O)c2cccs2)O3)cc1,14[16.7 µM],-12,-2,1.9,8,-12,?
COc1cc(NCCCCCCN)c2ncccc2c1OC,-4,1,.,-5.8,-52,19,-9
Cc1ccnc(NC(=O)CCC(=O)N(CC(=O)NC2CCCCC2)Cc2cccs2)c1,.,-6,1,6.5,-7,13,0
O=C(Nc1ccc(N2CCCCCC2)cc1)c1ccc[nH]1,-15,13,.,-0.4,-58,-111,-1
CCCCn1nc2cc(C(=O)N[C@H](C)C3CCCCC3)ccc2c1OCC,2,.,-16,2.3,19,-10,.
O=C(CSc1nncc(=O)[nH]1)Nc1cccc([N+](=O)[O-])c1,.,3,.,-1.5,3,11,-7
O=C1CSC(c2ccccc2F)N1 (stereo not given),.,-3,3,2.0,-1,11,0
O=C(O)C[C@@H]1C[C@H]2c3cc(NC(=O)Cc4ccncc4)ccc3O[C@H]2[C@H](CO)O1,1[16.7 µM],7,6,0.6,-4,6,18
CCN1CCN(C(=O)c2ccc3c(c2)c(C)c(C)n3Cc2ccccc2)CC1,0,1,4,-0.1,6,4,9
O=C(CN1CCN(S(=O)(=O)N2CCOCC2)CC1)Nc1ccc(Cl)c(Cl)c1,.,-9,3,-0.4,1,10,8
C[C@H]1CN([C@@H](C)CO)S(=O)(=O)c2ccc(-c3ccncc3)cc2O[C@@H]1CN(C)C(=O)C1CCC1,5[16.7 µM],0,.,5.6,-14,.,.
CCN(CC)C(=O)CSc1nnc(-c2ccccn2)n1-c1ccc(C)c(C)c1,2,.,4,.,.,7,.
O=C(Cn1ncn2c(cc3ccccc32)c1=O)NCc1ccco1,-1,6,.,.,.,.,-12
Cc1noc(C)c1NC(=O)N(C)C[C@H]1Oc2c(NC(=O)Nc3ccc(F)cc3)cccc2C(=O)N([C@@H](C)CO)C[C@@H]1C,-9[16.7 µM],5,.,-2.6,-2,-7,14
NC(=O)Cn1c(=O)n(-c2ccccc2)c(=O)c2oc3ccccc3c21,.,6,16,-1.7,4,-1,2
Cc1cc(C)c(NC(=O)NC(=O)C(Cl)(Cl)Cl)c(C)c1,-3,.,0,-3.3,4,-11,0
O=C(N/N=C/C(Br)=C\c1ccccc1)c1ccc2nc[nH]c2c1,6,-28,11,.,.,17,.
CCOC(=O)C1=C(CC)Nc2ccccc2N=C1NC(=O)c1oc2ccccc2c1C,.,5,-4,4.6,8,64*,2
CCC(C)NC(=O)c1ccccc1NC(=O)CN(c1ccc(OC)cc1)S(C)(=O)=O (stereo not given),-1,14,7,.,.,.,.
COc1cc(C(=O)Nc2ccc(C(C)=O)cc2)c(Br)c(OC)c1OC,6,28,-1,.,.,-52,.
COc1ccc2c3c([nH]c2c1)[C@H](CO)N(C(=O)c1cccnc1)CC31CCN(C(=O)Nc2cccc(F)c2)CC1,.,11,.,-0.6,2,.,15
CC1CCCC(C)N1C(=O)CSc1nnnn1C1CCCC1 (stereo not given),-11,5,-1,-2.4,-10,-3,-1
COc1ccc(C2=Nn3c(nnc3-c3ccccc3C(F)(F)F)SC2)cc1OC1CCOC1 (stereo not given),.,75*,10,7.1,32,23,-19
COc1ccc(C(=O)CN2CCN(S(=O)(=O)c3cccc([N+](=O)[O-])c3)CC2)cc1,-4,22,-4,.,12,5,-1
CCSc1nnc(NC(=O)/C=C/c2ccco2)s1,.,-11,.,1.6,-59,-63,-7
CCCN(C(=O)COC(=O)CNS(=O)(=O)c1ccc(NC(C)=O)cc1)C1CCS(=O)(=O)C1 (stereo not given),-2,25,-5,-0.8,-3,-5,-2
COCC(=O)N1[C@H](C#N)[C@H](c2ccc(-c3cccc(F)c3)cc2)[C@@H]1CO,.,-3,9,1.1,-4,-9,-8
